# Epigenetic reg = Quantitative High-Throughput Screen for Regulators of Epigenetic Control; AID 1865, 2009; Potency, µM (doses to about 53.9 µM), for inactives: at the highest dose GFP activation, usual class: activators; 280,000 tested, 0.2% active; murine LDR cells, GFP reporter derepression, 30 h; active = well fitted activation curve with a large enough effect; inconclusive = small, poorly fitted or top-dose-only effect; also: % of control where 0% means no effect; nearly all actives have a fitted effect of over 60% in size
#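 Readout is the number of GFP-expressing murine LDR cells, counted by cytometry following washing. Cells were treated with compound for 30 h at 37 C; the stably integrated CMV-GFP locus is normally silent.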
# An asterisk follows results filed as active; u = inconclusive. Potency is read from the fitted curve at half-maximal effect. These rows are one share of the data; rates above refer to the full screens.
SMILES,Epigenetic reg
CCC(=O)N1CCc2cc(Br)cc(S(=O)(=O)CCC(=O)N3CCN(c4ccc(OC)cc4)CC3)c21,0.0%
COc1ccc(CNC(=O)c2ccc3c(c2)N(Cc2ccc(C)cc2)CCS3)cc1,-1.6%
CCN(CC)c1ccc(NC(=O)CSc2nnc(C)c(=O)[nH]2)cc1,0.0%
Cc1nc(CC(=O)Nc2cccc(C)c2C)cs1,8.4%
CC1=C(C(=O)Nc2ccccc2)C(c2ccccc2)n2nc(-c3ccco3)nc2N1 (stereo not given),-1.0%
CCOC(=O)c1ccc(-n2c(CCC(=O)O)ccc2-c2ccccc2)cc1O,3.0%
CCOc1ccc(NC(=O)Cn2cc(S(=O)(=O)NC)c(S(=O)(=O)NC)c2)cc1,0.7%
Cc1ccc(NC(=O)C2CCCN(S(=O)(=O)c3ccc4[nH]c(=O)ccc4c3)C2)cc1C (stereo not given),5.6%
Cc1cccc(N2CCN(C3(c4ccccc4)C(=O)c4ccccc4C3=O)CC2C)c1 (stereo not given),-5.6%
COc1ccc(OCCn2cc(C(=O)C3CCCCC3)c3ccccc32)cc1,-1.0%
O=C(NCc1ccccc1Cl)c1ccc2c(c1)nnn2C1CCCC1,4.6%
Cc1c(C)n(Cc2ccccc2)c2ccc(C(=O)NCc3ccccc3F)cc12,-1.1%

# The closing 7 compounds of the part above come first, to join the parts.
SMILES,Epigenetic reg
CCOC(=O)c1ccc(-n2c(CCC(=O)O)ccc2-c2ccccc2)cc1O,3.0%
CCOc1ccc(NC(=O)Cn2cc(S(=O)(=O)NC)c(S(=O)(=O)NC)c2)cc1,0.7%
Cc1ccc(NC(=O)C2CCCN(S(=O)(=O)c3ccc4[nH]c(=O)ccc4c3)C2)cc1C (stereo not given),5.6%
Cc1cccc(N2CCN(C3(c4ccccc4)C(=O)c4ccccc4C3=O)CC2C)c1 (stereo not given),-5.6%
COc1ccc(OCCn2cc(C(=O)C3CCCCC3)c3ccccc32)cc1,-1.0%
O=C(NCc1ccccc1Cl)c1ccc2c(c1)nnn2C1CCCC1,4.6%
Cc1c(C)n(Cc2ccccc2)c2ccc(C(=O)NCc3ccccc3F)cc12,-1.1%
Cn1c(=O)cc(OCCCC(=O)Nc2ccc(F)cc2)c2ccccc21,0.0%
CCOC(=O)c1c(-c2ccc(OC)c(OC)c2)csc1NC(=O)c1ccccc1F,-1.0%
COCCCNc1nc2c(S(=O)(=O)c3ccc(C)c(C)c3)nnn2c2ccc(Cl)cc12,0.0%
Cc1ccc(Cn2c(=O)c3ccccc3n3c(-c4cccc(O)c4)nnc23)cc1,-4.5%
Cc1cc(Oc2c(C(F)(F)F)oc3c(CN4CCC(C)CC4)c(O)ccc3c2=O)cc(C)c1Cl,-1.0%
COC(=O)c1ccc(NC(=O)CSc2cn(CC(=O)N3CCCCC3)c3ccccc23)cc1,-2.1%
COc1ccc2c(c1)c1c(c(=O)n(CCc3ccccc3)c(=O)n1Cc1cccc(Cl)c1)n2C,-2.8%
COc1cc(C(=O)Oc2c(Sc3ccccc3)c(C)nn2-c2ccccc2)cc(OC)c1OC,-3.5%
Cc1ccc2nc(Cl)c3cc(C(=O)NCCCN(C)Cc4ccccc4)sc3c2c1,5.1%
Cn1cnc2c(=O)oc3ccc(S(=O)(=O)Nc4ccc(F)cc4)cc3c21,3.0%
COc1ccc(-n2c(=O)[nH]c3cc(C(=O)NCCc4ccccc4)ccc3c2=O)cc1OC,-1.8%
Cc1ccccc1-c1nc2cc(NC(=O)Cc3ccc(Cl)cc3)ccc2o1,0.0%
COc1ccc(C(C(=O)Nc2ccc(C(C)C)cc2)N(C)C(=O)Cc2cccs2)cc1 (stereo not given),3.8%
CCCOc1ccc(C(=O)Nc2ccc(NC(=O)c3ccccc3)c(Br)c2)cc1,2.4%
Cc1ccc(C)c(-c2ccc(=O)n(Cc3c(F)cccc3Cl)n2)c1,3.6%
Cc1ccc2cccc(NC(=O)c3ccc(-c4cccc(Cl)c4)o3)c2n1,-1.1%
Cc1ccc(-c2nc3nc(C)cc(N4CCN(c5cccc(C)c5)C(C)C4)n3n2)cc1 (stereo not given),-0.4%
COC(=O)c1c(N)n(-c2ccc(OC)c(Cl)c2)c2nc3ccccc3nc12,0.3%
Cc1ccc(-n2c(=O)c3c4c(sc3n(CC(=O)C(C)(C)C)c2=O)CCCCC4)cc1C,-0.9%
COc1ccc(-c2nc3c(c(SC)n2)Cc2c(CO)cnc(C)c2O3)cc1,1.3%
Cc1ccc2c(=O)cc(C(=O)Nc3sc4c(c3C(N)=O)CCCC4)oc2c1,0.8%
CCC(C(=O)Nc1ccccc1OC)n1nc(C)c2sc3ccccc3c2c1=O (stereo not given),1.5%
Cc1ccc2nc(-c3ccc(Cl)c(NC(=O)c4ccc5c(c4)OCCO5)c3)oc2c1,4.3%
COc1ccc(Nc2nc3ccccc3c3nnc(C)n23)cc1Cl,2.8%
COc1cc(Cl)c(C)cc1NC(=O)c1cn(CC(C)C)c(=O)c2cc(OC)c(OC)cc12,-0.6%
COc1ccccc1C(=O)n1nc(-c2ccco2)nc1NCc1ccc(Cl)cc1,1.9%
Cc1ccc(-c2noc(CSc3nnc(-c4ccc(Cl)cc4)n3C)n2)cc1,-1.9%
CCN1CCOC(=O)C1CC(=O)Nc1cc(Cl)ccc1C (stereo not given),0.0%
COc1ccc(-c2cc(C)nc3c(-c4ccc(OC)c(OC)c4)c(C)nn23)cc1,2.2%
Cc1ccc(NS(=O)(=O)c2ccc3c(c2)NC(=O)C(C)C(=O)N3)cc1F (stereo not given),2.7%
COC(=O)CN1C(=O)CSc2ccc(S(=O)(=O)Nc3cccc(C)c3)cc21,2.7%
COc1ccc(Cn2c(C(=O)O)c(CNCc3ccc(C)o3)c3ccc(OC)cc32)cc1,-0.8%
COc1ccc(OC)c(C2CC(=O)Nc3c2c(=O)[nH]c2nc4ccccc4n32)c1 (stereo not given),2.2%
CCN(CC)C(=O)c1cnn(-c2ccc(F)cc2)c1-n1cccc1,-1.1%
Cc1ccccc1Cn1c(=O)n(CCCCC(=O)NCc2ccccc2Cl)c(=O)c2ccccc21,3.7%
COC(=O)c1sc(-c2ccccc2)cc1NC(=O)c1cccc(F)c1,-1.9%
Cc1ccc(N2C(=O)CS(=O)(=O)C23C(=O)N(Cc2cccc(F)c2)c2ccccc23)cc1Cl (stereo not given),0.2%
CCCCNC(=O)c1[nH]c2ccccc2c1Sc1ccc(C)cc1,0.4%
CCCCN(C)CCNC(=O)c1cc2c(=O)n(C)c3ccccc3c2n1C,0.0%
O=C(CCCc1nc(-c2ccc(Cl)cc2)no1)NCc1ccco1,0.8%
Cc1ccc(CN(Cc2ccco2)C(=O)COc2ccc(Cl)cc2)o1,-2.0%
CCC(C)(C)C1CCc2c(sc(NC(=O)C3c4ccccc4Oc4ccccc43)c2C(N)=O)C1 (stereo not given),0.0%
CCOc1ccc(Cn2nnc3c(=O)[nH]c(C4CCN(C(=O)c5ccccc5)CC4)nc32)cc1,0.0%
Cc1ccc(S(=O)(=O)N2CCC(C(=O)Nc3ccc(Oc4ccccc4)cc3)CC2)cc1,-0.3%
CCCN(CCC)c1cc(C)nc2nc(-c3ccc(C(C)(C)C)cc3)nn12,-1.5%
Clc1ccc(CSc2nncn3c2cc2occc23)cc1,-2.8%
O=C(NCc1ccc(F)cc1)c1ccc2c(O)c(S(=O)(=O)c3ccccc3)c(=O)[nH]c2c1,-2.8%
CCc1ccc(Oc2c(C(F)(F)F)oc3c(CN4CCC(C)CC4)c(O)ccc3c2=O)cc1,0.0%
COc1ccc(NS(=O)(=O)c2ccc3c(c2)CCN3C(=O)C2CC2)cc1OC,-2.1%
CCOC(=O)c1cc2c(=O)n3ccccc3nc2n(CC2CCCO2)c1=NC(=O)c1ccccc1OCC (stereo not given),-1.3%
COc1ccc(OC)c(NC(=O)c2ccc3c(Cl)c4c(nc3c2)CCCC4)c1,0.0%
CCC(=O)N1CCc2cc(S(=O)(=O)NC(CC(C)C)C(=O)Nc3ccc(CC)cc3)ccc21 (stereo not given),8.9%
O=C(NCCC1=CCCCC1)c1ccc2c(c1)N(Cc1ccc(Cl)cc1)C(=O)c1ccccc1S2(=O)=O,-0.3%
CCOc1ccc(-c2nonc2NC(=O)COc2ccc(C)c(C)c2)cc1OCC,0.0%
CCN1C(=O)c2ccccc2S(=O)(=O)c2ccc(C(=O)NCc3ccccc3OC)cc21,-1.1%
CC(=O)N1CCc2cc(Br)cc(S(=O)(=O)N3CCN(c4cccc(C(F)(F)F)c4)CC3)c21,-0.9%
COc1cc(C)ccc1OCCCn1c(-c2ccc(Cl)cc2)nc2ccccc2c1=O,2.2%
CCC(C(=O)NCCc1ccc(SC)cc1)n1nc(C)c2c(C)n(-c3ccc(C)cc3)nc2c1=O (stereo not given),-1.9%
CCCOC(=O)c1ccc(Nc2nc3ccccc3nc2-n2nc(C)cc2C)cc1,0.9%
COc1cc(NC(=O)C2CCN(S(=O)(=O)Cc3ccccc3)CC2)c(OC)cc1Cl,-3.7%
# Later entries
SMILES,Epigenetic reg
O=C(CCCn1c(=O)c2ccccc2n(CC(=O)Nc2ccc(F)cc2F)c1=O)NCc1ccccc1Cl,u
CCn1nc(-c2ccccc2)c(-c2ccccc2)c(C(=O)Nc2ccccc2C#N)c1=O,-2.6%
COc1ccc(-n2c(=O)c3c4c(sc3n3c(SC(C)C)nnc23)COC(C(C)C)C4)cc1 (stereo not given),-1.0%
CC(=O)c1ccc(NC(=O)CCc2c(C)nc3cc(-c4ccc(Cl)cc4)nn3c2C)cc1,0.0%
Cc1cc2oc(C(=O)Nc3sc4c(c3C(=O)NCC3CCCO3)CCCC4)cc(=O)c2cc1C (stereo not given),-1.6%
Cc1cc(C)c(Cn2c3ccccc3c3cnn(CC(=O)NC4CCC(C)CC4)c(=O)c32)c(C)c1 (stereo not given),11%
Cc1ccc(CSc2ncc(Cl)c(C(=O)Nc3nc4ccc(C)cc4s3)n2)cc1,-1.2%
Cc1cn2c(=O)c(S(=O)(=O)N3CCN(c4cc(Cl)ccc4C)CC3)c(C)nc2s1,-0.2%
O=C(CCS(=O)(=O)c1cccc2nsnc12)Nc1ccc(F)cc1,-0.2%
O=C1CN(C(=O)c2ccc(S(=O)(=O)N3CCCCC3)cc2)C(c2ccc(F)cc2)c2cc(F)ccc2N1 (stereo not given),0.0%
Cc1cccc(N2CCN(C(=O)C3CCN(S(=O)(=O)Cc4ccccc4)CC3)CC2)c1C,-3.2%
COc1ccc(Nc2cc(C(=O)NC3CCCC3)c3ccccc3n2)cc1,-1.9%
CCOC(=O)c1c(C)n(-c2ccc(OC)cc2)c2ccc(OC(=O)COc3ccccc3)cc12,0.0%
CCc1nc2nc(C)cc(Nc3cc(Cl)ccc3C)n2n1,0.9%
CCC1CCCCN1CCCNC(=O)c1sc2nc(C)cc(C)c2c1-n1cccc1 (stereo not given),1.3%
COc1ccc(N2C(=O)NC(NS(=O)(=O)c3ccc(Cl)cc3)(C(F)(F)F)C2=O)cc1 (stereo not given),2.2%
Cc1ccc(-c2nc(S(=O)(=O)c3ccc(C)cc3)c(SCC(=O)NC3CCCCC3)o2)cc1,1.5%
CCc1cccc(C)c1Nc1c(-c2cccc(O)c2)nc2sccn12,-0.9%
Cc1cc(NC(=O)c2cc(-c3ccc(Cl)c(Cl)c3)on2)n(-c2ccccc2)n1,-0.9%
COC(=O)c1ccccc1NC(=O)CSc1nc(-c2ccccc2)cc(C(F)(F)F)n1,0.0%
CNC(=O)c1ccc(Nc2nnc(-c3ccc(C)c(S(=O)(=O)N4CCCCC4)c3)c3ccccc23)cc1,-0.8%
COc1ccc(NC(=O)c2c(C(=O)Nc3ccccc3)sc3nc(C)cc(=O)n23)cc1,5.6%
CC1CCN(c2nc3ccc(C(=O)NCc4ccccc4Cl)cc3s2)CC1,-3.2%
COc1cccc(-c2ccc3c(N)c(C(=O)c4ccc(Br)cc4)sc3n2)c1,u
CCOC(=O)c1cc(OC(=O)c2ccc(C)cc2)n(-c2ccccc2)n1,3.8%
CCc1nc2nc(C)cc(Nc3cc(C)ccc3C)n2n1,2.4%
CN1CCSc2ccc(C(=O)NCc3ccccc3)cc21,1.4%
Cc1cccc(Cn2c(C)c(CNC3CCCCCC3)c(C(=O)O)c2C)c1,-4.3%
CCc1ccc(-n2c(-c3ccccc3)c(C)n3c4c(=O)n(C)c(=O)n(C)c4nc23)cc1,-1.1%
Cc1cc2c(cc3c(SCc4ccccc4Cl)nnc(C)n32)o1,3.5%
COCCCNC(=O)Cn1c(=O)n(-c2ccc(C)c(C)c2)c(=O)c2c3c(sc21)CCCCC3,-1.8%
COc1cccc2sc(=NC(=O)c3ccc(S(=O)(=O)N4CCCCC4)cc3)n(C)c12,0.0%
CCn1c(=O)c2cc(C(=O)NCCc3cc(OC)ccc3OC)sc2c2ccccc21,5.6%
CCOC(=O)c1cnc2ccc(OC)cc2c1Nc1cccc(C(C)=O)c1,-1.6%
COc1ccc(-c2cc(C(=O)Nc3cnn(Cc4ccc(F)cc4)c3)no2)cc1OC,-1.8%
COc1ccc(C(=O)Nc2nc(-c3nnn(-c4ccc(F)cc4F)c3C)ns2)cc1,-2.5%
COc1ccc(NC(=O)c2sc3nc(C)c(C(=O)Nc4ccc(Cl)cc4)c(-c4ccc(Br)cc4)c3c2N)cc1,0.4%
CCCNC(=O)c1c(NC(=O)c2ccccc2)sc2c1CCC(C(C)(C)C)C2 (stereo not given),-1.9%

# Five records picked at random from the list so far, as already listed:
SMILES,Epigenetic reg
Cc1cccc(Cn2c(C)c(CNC3CCCCCC3)c(C(=O)O)c2C)c1,-4.3%
CCn1c(=O)c2cc(C(=O)NCCc3cc(OC)ccc3OC)sc2c2ccccc21,5.6%
COc1ccc(C(=O)Nc2nc(-c3nnn(-c4ccc(F)cc4F)c3C)ns2)cc1,-2.5%
COCCCNC(=O)Cn1c(=O)n(-c2ccc(C)c(C)c2)c(=O)c2c3c(sc21)CCCCC3,-1.8%
COc1ccc(NC(=O)c2sc3nc(C)c(C(=O)Nc4ccc(Cl)cc4)c(-c4ccc(Br)cc4)c3c2N)cc1,0.4%

# Bioassay records as filed in PubChem BioAssay.
